L3MBTL1 inh: blocks human L3MBTL1 | Q9Y468 | AlphaScreen L3MBTL1–H3K9me1 peptide binding | Potency, µM (doses to about 57.1 µM), without a hit: at the top dose activity, negative = inhibition, actives largely listed as inhibitors | actives 0.66% (n = 230,000); active = well fitted inhibition curve with a large enough effect; inconclusive = small, poorly fitted or top-dose-only effect; inactive = no such curve, though single readings can be large or run the other way; note: nearly all actives have a fitted effect of over 60% in size
Target sequence (Q9Y468 whole entry, looked up): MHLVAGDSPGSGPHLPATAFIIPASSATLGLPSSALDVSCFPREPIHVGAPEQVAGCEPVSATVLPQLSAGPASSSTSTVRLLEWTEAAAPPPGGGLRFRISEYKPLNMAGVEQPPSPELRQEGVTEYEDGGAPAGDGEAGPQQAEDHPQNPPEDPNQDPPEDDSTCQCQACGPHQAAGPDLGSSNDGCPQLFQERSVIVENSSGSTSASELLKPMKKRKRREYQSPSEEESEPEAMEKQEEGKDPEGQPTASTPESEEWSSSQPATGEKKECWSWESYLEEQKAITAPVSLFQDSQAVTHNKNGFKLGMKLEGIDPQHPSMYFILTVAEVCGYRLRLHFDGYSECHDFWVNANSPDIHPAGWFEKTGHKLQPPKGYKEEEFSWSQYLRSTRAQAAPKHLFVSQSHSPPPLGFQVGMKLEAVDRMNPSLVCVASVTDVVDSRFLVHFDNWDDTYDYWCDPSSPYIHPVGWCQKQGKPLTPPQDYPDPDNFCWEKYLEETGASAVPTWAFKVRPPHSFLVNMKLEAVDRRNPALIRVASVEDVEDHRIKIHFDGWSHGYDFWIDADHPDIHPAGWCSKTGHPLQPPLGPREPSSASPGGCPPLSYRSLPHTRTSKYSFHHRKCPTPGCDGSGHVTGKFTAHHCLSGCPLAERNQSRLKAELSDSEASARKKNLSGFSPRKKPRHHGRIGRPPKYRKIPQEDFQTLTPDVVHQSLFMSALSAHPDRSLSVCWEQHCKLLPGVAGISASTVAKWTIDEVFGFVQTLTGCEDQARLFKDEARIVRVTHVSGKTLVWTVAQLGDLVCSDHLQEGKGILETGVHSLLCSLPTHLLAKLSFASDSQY
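AlphaScreen assay: L3MBTL1 (50 nM final) was preincubated 30 min at room temperature with biotinylated H3(1-15)K9me1 peptide (75 nM final), then 30 min with library compounds; streptavidin donor and nickel chelate acceptor beads (10 ug/mL final) added, 30 min dark.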
Starred values were filed as active, the others as inactive; u = inconclusive; [ ] = remark or other dose. % is set by controls: 0 for no effect and ±100 for the full control effect; potency is the fitted concentration of half-maximal effect.

L3MBTL1 inh	canonical_smiles
-10%	CCN(Cc1nc2ccccc2c(=O)[nH]1)C(=O)c1cc(C2CC2)nn1-c1ccccc1
9%	N#Cc1ccc(-c2c(-c3ccccc3)ncc3cc(F)ccc23)cc1
u	CC(C)CC(=O)Nc1ccc(C(=O)COC(=O)CN2C(=O)NC3(CCCCC3C)C2=O)cc1 (stereo not drawn)
u	C[C@H](NC(=O)c1[nH]cnc1C(=O)Nc1nccs1)c1ccccc1
5%	CC(C)CN(C(=O)COC(=O)C(C)N1C(=O)c2ccccc2C1=O)c1c(N)n(Cc2ccccc2)c(=O)[nH]c1=O (stereo not drawn)
0%	CC(NC(=O)CN1C(=O)NC2(CCc3ccccc32)C1=O)c1ccccc1 (stereo not drawn)
1%	CC1CCN(C(=O)COC(=O)c2ccccc2C(=O)c2ccccc2)CC1
-1%	COc1ccccc1NC(=O)COC(=O)c1cc2ccccc2cc1O
7%	COc1ccc(-c2oc(=O)c3cc(OC)c(OC)cc3c2/C=C/c2ccc(OC(C)=O)cc2)cc1
11%	C[C@@H](CN=[N+]=[N-])CN1CC[C@H](C(C)(C)C)CCC1=O
-1%	COc1ccc(NS(=O)(=O)c2cc(NC(=O)c3ccc(=O)[nH]c3)ccc2C)cc1
-2%	O=C(Nc1cc(S(=O)(=O)N2CCCCCC2)ccc1OCC(F)(F)F)c1ccc(=O)[nH]c1
13%	CCCCCCSc1cc(-c2nc3ccc(Cl)cn3c2NCCCC)ccc1OC
-2%	O=C(CCc1ccccc1Cl)Nc1cc2c(cc1C(=O)O)OCCCO2
-3%	COc1cc(OC)c(OC)cc1CN1CCN(C(=O)CC(C)C)CC1
7%	CC1CCCN(C(=O)COC(=O)c2cc([N+](=O)[O-])ccc2N2CCOCC2)C1 (stereo not drawn)
0%	Cc1cccc(NS(=O)(=O)c2ccc(C)c(C(=O)NCc3cccnc3)c2)c1
0%	OCC1(CO)COC(CCc2ccccc2)=N1
5%	Cc1ccc(C)c(NC(=O)CN(C)C(C)C(=O)N2CCCC2)c1 (stereo not drawn)
5%	Cc1cc(NC(=O)C(C)SCC(=O)OCc2ccc([N+](=O)[O-])cc2)no1 (stereo not drawn)
2%	Cc1ccc(OCCOC(=O)c2cc(S(=O)(=O)N3CCCCC3)ccc2N2CCOCC2)cc1
2%	CC(Sc1nnc(-c2ccccc2F)o1)C(=O)Nc1ccc(N2CCOCC2)cc1 (stereo not drawn)
5%	CC(O)[C@H]1CNCCN1CCc1cc(C(F)(F)F)cc(C(F)(F)F)c1 (stereo partly drawn)
-3%[2.29 µM]	COc1cc(CN2CCN(C3CCC3)CC2CCO)cc(OC)c1 (stereo not drawn)
-7%	Cc1ccc(C(=O)NNC(=O)c2cc3ccccc3cc2O)cc1
8%	C/C(=N\O)c1ccco1
-3%	CCN(CC(=O)NCc1ccc(Cl)cc1)C(=O)c1sccc1C
u	COC(C(=O)N/N=C(\C)c1ccc(C)cc1)c1ccccc1 (stereo not drawn)
7%	S=C(Nc1ccccc1Cl)N1CCN(c2ccccn2)CC1
5%	COc1ccc(S(=O)(=O)N2CCNCC2)cc1

Part of the list above, with each value named:
> C/C(=N\O)c1ccco1
  L3MBTL1 inh: 8%
> CC(Sc1nnc(-c2ccccc2F)o1)C(=O)Nc1ccc(N2CCOCC2)cc1 (stereo not drawn)
  L3MBTL1 inh: 2%
> CCN(CC(=O)NCc1ccc(Cl)cc1)C(=O)c1sccc1C
  L3MBTL1 inh: -3%

Additional entries:
L3MBTL1 inh	canonical_smiles
-6%	Cc1cc(-c2ccccc2)nc(N/N=C/c2ccccc2F)n1
-18%	Cc1ccccc1NS(=O)(=O)c1ccc(C(=O)NCC(c2ccco2)N(C)C)cc1 (stereo not drawn)
29%	COc1ccccc1NC(=O)C(C)OC(=O)C1CCC(C(C)(C)C)CC1 (stereo not drawn)
4%	O=C(C[C@H]1C/C=C\CC[C@@H](Cc2ccc(F)cc2)C(=O)O[C@H](c2ccccc2)CNC1=O)N[C@H](CO)Cc1ccccc1
-12%	O=C(Nc1ccc(F)cc1Cl)c1ccc2c(=O)n3c(nc2c1)CCC3
18%	COc1cc(CN(CC(C)C)S(=O)(=O)c2ccccc2Br)cc(OC)c1
4%	COc1cccc(C(=O)COC(=O)C2CC3CCCC(C2)C3=O)c1 (stereo not drawn)
-5%	O=C(O)c1cccc(S(=O)(=O)Nc2ccc(Oc3ccccc3)cc2)c1
0%	Cc1ccc(CNC(=O)c2cccc3c2C(=O)c2ccc(N4CCOCC4)cc2S3(=O)=O)cc1
-5%	O=C(CN1C(=O)C2CC=CCC2C1=O)Nc1cc(C(F)(F)F)ccc1N1CCCC1 (stereo not drawn)

Taken from above.
Reading for Cc1ccc(CNC(=O)c2cccc3c2C(=O)c2ccc(N4CCOCC4)cc2S3(=O)=O)cc1 in L3MBTL1 inh: 0%
Reading for COc1cccc(C(=O)COC(=O)C2CC3CCCC(C2)C3=O)c1 (stereo not drawn) in L3MBTL1 inh: 4%
Reading for Cc1ccccc1NS(=O)(=O)c1ccc(C(=O)NCC(c2ccco2)N(C)C)cc1 (stereo not drawn) in L3MBTL1 inh: -18%
Reading for COc1cc(CN(CC(C)C)S(=O)(=O)c2ccccc2Br)cc(OC)c1 in L3MBTL1 inh: 18%
Reading for O=C(CN1C(=O)C2CC=CCC2C1=O)Nc1cc(C(F)(F)F)ccc1N1CCCC1 (stereo not drawn) in L3MBTL1 inh: -5%

Next section
L3MBTL1 inh	canonical_smiles
u	O=C(Nc1ccc(F)c(Cl)c1)c1cccnc1
10%	COC(=O)c1ccc(C)c(NC(=O)c2ccc(CN3CCc4ccccc4C3)cc2)c1
5%	CN1C(=O)C(C)(C)c2cc(S(=O)(=O)N3CCC(C(=O)NCc4ccc(F)cc4)CC3)ccc21
7%	CC(CC(=O)OCC(=O)NC1CCS(=O)(=O)C1)c1ccccc1 (stereo not drawn)
-1%	CCC(C(=O)OC)n1cnc2c(nnn2-c2ccc(C)cc2)c1=O (stereo not drawn)
-3%	CCOc1ccccc1NC(=S)NCc1ccccc1
-2%	Nn1c(SCC(=O)NCC2CCCO2)nnc1-c1cc(Cl)ccc1Cl (stereo not drawn)
-12%	COc1ccc(NC(=O)CSCC(=O)Nc2cccc(S(=O)(=O)N3CCCCCC3)c2)cc1
-3%	COc1cccc(NC(=O)C(=O)NCC(c2ccco2)N2CCc3ccccc3C2)c1 (stereo not drawn)
3%	O=C(c1cc(C2CC2)nn1-c1ccccc1)N1CCN(Cc2c(F)cccc2Cl)CC1
2%	CCCn1c(=O)c(C(=O)NCCc2ccc(Cl)cc2)c(O)c2ccccc21
-1%	COc1ccc(S(=O)(=O)NCc2cccnc2)cc1NC(=O)c1ccc(C)cc1
9%	COc1ccc(CCC(=O)NCCS(=O)(=O)N2CCN(c3ccccc3)CC2)cc1
-2%	COc1ccc(Cl)cc1NC(=O)CN(C)CC(=O)NCc1cccs1
1%	CCC(C)c1ccc(S(=O)(=O)N2CCN(CC(O)COCC3CCCO3)CC2)cc1 (stereo not drawn)
9%	Cc1cc(Br)ccc1NC(=O)CNC(=O)CSc1ncccn1
-2%	CC(=O)c1ccc(S(=O)(=O)NCCC(=O)OCC(=O)N2CCCC2=O)cc1
2%	CN(CC(O)COc1ccc2ccccc2c1)C1CCCCC1 (stereo not drawn)
2%	COc1ccc2sc(-c3ccc(S(C)(=O)=O)cc3)c(C(=O)NCCCN3CCCC3=O)c2c1
1%	CC1CCC(NC(=O)COC(=O)c2cccnc2Cl)CC1 (stereo not drawn)

A run of entries taken from the entries so far, for reference:
L3MBTL1 inh	canonical_smiles
-10%	CCN(Cc1nc2ccccc2c(=O)[nH]1)C(=O)c1cc(C2CC2)nn1-c1ccccc1
9%	N#Cc1ccc(-c2c(-c3ccccc3)ncc3cc(F)ccc23)cc1
u	CC(C)CC(=O)Nc1ccc(C(=O)COC(=O)CN2C(=O)NC3(CCCCC3C)C2=O)cc1 (stereo not drawn)
u	C[C@H](NC(=O)c1[nH]cnc1C(=O)Nc1nccs1)c1ccccc1
5%	CC(C)CN(C(=O)COC(=O)C(C)N1C(=O)c2ccccc2C1=O)c1c(N)n(Cc2ccccc2)c(=O)[nH]c1=O (stereo not drawn)
0%	CC(NC(=O)CN1C(=O)NC2(CCc3ccccc32)C1=O)c1ccccc1 (stereo not drawn)

Other entries:
L3MBTL1 inh	canonical_smiles
-7%	Cc1ccc(S(=O)(=O)/N=C/c2c(O)ccc3ccccc23)cc1
2%	COc1ccc(NC(=O)COC(=O)CCc2ccc(S(=O)(=O)N3CCOCC3)cc2)cc1OC
5%	CCOC(=O)N1CCN(c2ccc(S(=O)(=O)N3CCOCC3)cn2)CC1
3%	CC(C)NC(=O)C1(S(=O)(=O)c2ccccc2)CC=CC1
0%	CN1CCCC1CCNc1ccc2oc3ccccc3c(=O)c2c1 (stereo not drawn)
u	COc1cc(C#Cc2c(-c3cncn3C)n(C)c3ccc(-c4ccc(OC)c(OC)c4)cc23)cc(OC)c1
-5%	O=C(NC1CCCCC1)c1cc(C2CC2)nn1-c1ccccc1
-15%	Cc1cc(C(=O)COC(=O)c2ccc(NC(=O)CC#N)cc2)c(C)n1CCc1ccc(F)cc1
34%[activator]	O=C(Cc1ccc(Br)cc1)NNC(=O)c1cccs1
-1%	COc1cc(C2OC(=O)c3c2ccc(OC)c3OC)ccc1O (stereo not drawn)

Pulled by compound from the list above (four):
L3MBTL1 inh	canonical_smiles
34%[activator]	O=C(Cc1ccc(Br)cc1)NNC(=O)c1cccs1
u	COc1cc(C#Cc2c(-c3cncn3C)n(C)c3ccc(-c4ccc(OC)c(OC)c4)cc23)cc(OC)c1
0%	CN1CCCC1CCNc1ccc2oc3ccccc3c(=O)c2c1 (stereo not drawn)
-5%	O=C(NC1CCCCC1)c1cc(C2CC2)nn1-c1ccccc1

Following part:
L3MBTL1 inh	canonical_smiles
6%	Cc1ccc(CSCC(=O)Nc2ccc(N3CCOCC3)cc2N2CCOCC2)cc1
-6%	N#CCC(=O)Nc1ccc(C(=O)OCC(=O)NC(=O)Cc2ccccc2)cc1
2%	CC(=O)N1CCc2c(sc(NC(=O)C3CCN(S(=O)(=O)c4cccs4)CC3)c2C(N)=O)C1
0%	COc1cccc(CSc2nc(N)cc(N)n2)c1
-3%	CC(C)C[C@@H]1CN=C(N)N1C[C@@H]1CCCN1C[C@H](C)N1C[C@@H](Cc2ccccc2)N(CCc2ccc(Cl)c(Cl)c2)C1=N
1%	CCN(C(=O)Cn1nc(C)c([N+](=O)[O-])c1C)c1c(N)n(Cc2ccccc2)c(=O)[nH]c1=O
4%	Cc1cccc(CCN2CCN=C2N(C)C)c1
0%	CC(=O)Nc1ccc(Oc2ccc(S(=O)(=O)N3CCCC3)cn2)cc1
-1%	COc1ccc(NC(=O)CC(C)CC(=O)NCc2ccccc2)c(OC)c1 (stereo not drawn)
2%	CCCN(C(=O)CSc1ncnc2sccc12)c1c(N)n(Cc2ccccc2)c(=O)[nH]c1=O
5%	COc1ccccc1NS(=O)(=O)c1cccc(C(=O)NCC(c2ccc(F)cc2)N2CCOCC2)c1 (stereo not drawn)
2%	COc1ccc(NS(=O)(=O)c2ccc3oc(=O)ccc3c2)cc1
-1%	COc1cc(C(=O)OCC(=O)NCCC2=CCCCC2)ccc1OCC(C)C
2%	CCN(c1ccccc1)S(=O)(=O)c1ccc(C(=O)NCC(=O)Nc2ccc(F)c(F)c2F)cc1
-2%	Cc1cc(C)cc(NC(=O)CCN2C(=O)c3ccccc3S2(=O)=O)c1
-1%	Cc1c(C(=O)O)cccc1-c1ccc(/C=C2\SC(=O)NC2=O)o1
-10%	CC1=NN(C(N)=S)C(=O)C1N=Nc1c(Cl)cc([N+](=O)[O-])cc1Cl (stereo not drawn)
-6%[2.29 µM]	CC(C)(CO)NCc1c(OCc2ccc(Cl)cc2)ccc2ccccc12
-2%	CC1CCCCC1NC(=O)COc1ccc(C#N)cc1 (stereo not drawn)
7%	O=C(NCC1CCCO1)c1ccccc1OCc1ccc(Cl)cc1 (stereo not drawn)
3%	COc1ccc(-n2cnc3ccccc3c2=O)c([N+](=O)[O-])c1
2%	O=Cc1c(NCc2ccccc2Cl)c2ccccc2[nH]c1=O
-3%	Cc1ccc(NS(=O)(=O)c2ccc3c(c2)CC(=O)N3)cc1F
-1%	CC(=O)Nc1ccc(-c2sc(Nc3cccc4ccccc34)n[n+]2-c2ccccc2)cc1
0%	Cc1ccc(S(=O)(=O)N2CCOCC2)cc1NC(=O)COC(=O)c1ccc(Cl)s1
-1%[2.29 µM]	CCc1ccc(OCC(=O)Nc2ccncc2)c(Br)c1
-3%	CS(=O)(=O)N(CC(=O)N1CCCC1)Cc1ccc(F)cc1
1%	CNC[C@@H]1Oc2ccc(NC(=O)Nc3ccccc3)cc2C(=O)N([C@@H](C)CO)C[C@H]1C
44%[activator]	Cc1noc(C)c1S(=O)(=O)N(C)C[C@H]1Oc2ccc(NS(=O)(=O)c3ccccc3)cc2C(=O)N([C@H](C)CO)C[C@@H]1C
5%	CCOC(=O)C1=CN(CC)S(=O)(=O)NC1c1ccc(C(F)(F)F)cc1 (stereo not drawn)
10%	N#Cc1cccc(NC(=O)CNc2cccc(S(=O)(=O)N3CCCC3)c2)c1
-5%	Cc1cccc(C(C)C)c1NC(=O)C(C)OC(=O)Cc1n[nH]c(=O)c2ccccc12 (stereo not drawn)

Compound activity (PubChem BioAssay)

Some of the compounds tested; the hit share may differ from the screen's.
